High-throughput results deposited in PubChem BioAssay by several laboratories.
DYRK1A inh = Dyrk1A (rat) kinase inhibition. Q63470. ADP-Glo luminescence, NFATc1 peptide. inhibition, % at 12.5 µM. 310,000 tested, 0.43% active; in the data active = inhibition above about 50%;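 also: plate controls were vehicle with enzyme for no effect and no enzyme for full effect; many of its hits are not listed in these tables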
KCNQ1 act = human KCNQ1 channel potentiation or activation; P51787; B-score at 10 µM; 310,000 tested, 0.35% active; CHO-K1 KCNQ1, thallium flux FluxOR fluorescence; hits give high values; AID 2648;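 active = fluorescence ratio B-score, a plate-corrected score, at least three library SD, with initial intensity B-score within 5 SD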
Target sequence (P51787 whole entry, looked up): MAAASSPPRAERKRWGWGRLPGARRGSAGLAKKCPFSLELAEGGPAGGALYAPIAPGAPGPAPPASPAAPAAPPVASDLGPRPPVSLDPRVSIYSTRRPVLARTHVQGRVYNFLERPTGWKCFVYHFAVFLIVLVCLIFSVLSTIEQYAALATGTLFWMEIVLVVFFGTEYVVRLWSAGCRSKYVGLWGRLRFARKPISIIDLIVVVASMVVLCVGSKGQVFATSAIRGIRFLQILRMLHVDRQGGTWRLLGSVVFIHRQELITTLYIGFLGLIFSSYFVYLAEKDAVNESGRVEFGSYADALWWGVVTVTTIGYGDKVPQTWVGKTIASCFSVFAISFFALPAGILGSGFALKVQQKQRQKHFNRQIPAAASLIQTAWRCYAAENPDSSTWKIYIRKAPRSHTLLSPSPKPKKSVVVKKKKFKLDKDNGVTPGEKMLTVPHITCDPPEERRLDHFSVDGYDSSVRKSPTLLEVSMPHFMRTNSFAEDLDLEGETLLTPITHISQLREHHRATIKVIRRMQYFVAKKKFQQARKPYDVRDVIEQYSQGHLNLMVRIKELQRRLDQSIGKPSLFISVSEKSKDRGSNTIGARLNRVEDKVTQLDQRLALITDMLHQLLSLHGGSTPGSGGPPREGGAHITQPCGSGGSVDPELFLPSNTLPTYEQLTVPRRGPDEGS
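Assay system: stable KCNQ1 CHO-K1 line; medium: assay buffer, equal DMSO in all wells; timing: 90 min dye loading and 20 min compound exposure, both at room temperature; technique: kinetic FluxOR thallium fluorescence, 10-s 1-Hz baseline, 110-s post-stimulus read; read-out basis: B score of baseline-normalized fluorescence ratio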
TRPC4 agonist = TRPC4 (mouse) channel activation; Q9QUQ5; HEK293 TRPC4beta/mu-opioid, Fluo4 calcium fluorescence; hits give high values; B-score at 10 µM; 310,000 tested, 0.49% active; AID 2237;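 active = B-score above 5 SD of library B-scores, and initial fluorescence ratio not above library mean plus 5 SD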;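 also: positive B-score marks a calcium rise read as TRPC4 activation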
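System – HEK293 cells stably co-expressing mouse TRPC4beta and mu-opioid receptor · Signal – Fluo4 calcium-sensitive dye fluorescence, kinetic, 1 Hz baseline · Benchmarks – buffer (low) and maximal DAMGO (high) · Read-out – B score of integrated fluorescence ratio per well · Incubation – dye loading 45 min room temperature, 110 s kinetic read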
Platelet DG rel = platelet dense granule release activity. inhibition, %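 (compounds screened at 7.5 µM in platelet-rich plasma)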. human platelet-rich plasma, SFLLRN dense granule ATP release, luminescence. 300,000 tested, 0.22% active;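 active = mean replicate score, as percent of positive control, at or above 50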
TRPC4 block = inhibitors of mouse TRPC4 channel; HEK293 TRPC4beta/mu-opioid, DAMGO-evoked Fluo4 calcium flux; hits give low values; B-score at 10 µM; 300,000 tested, 0.39% active; Q9QUQ5; AID 2247;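 active = B-score over 3 SD under the library average, no early fluorescence shift, positive overall ratio signal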
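Assay system: Stable TRPC4beta/mu-opioid receptor HEK293 cells | Reagent: DAMGO in two steps, submaximal then maximal | Compound dosing: Single concentration per test compound | Signal: Fluo4 Ca2+ flux fluorescence | Evaluation: Per-well B score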
PolyA inh = yeast polyadenylation inhibition | S. cerevisiae SKY197-pL101 polyadenylation reporter, beta-gal luminescence; efflux-impaired pdr1/pdr3 knockout yeast; score 100 = 6 SD above DMSO | calls only at 12 µM | 300,000 tested, 0.02% active | AID 1875;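 active = lowest replicate activity score at least 50, where 100 means six control SD above control mean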;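 also: yeast exposed to compound for 9 h at 30 °C; higher score means more reporter readthrough which indicates perturbed polyadenylation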
hERG protect = shields human hERG channel from block by proarrhythmic agents; Q12809; CHO-hERG, FluxOR thallium flux, dofetilide IC70 present; activation (rescue from dofetilide block), less the hit threshold, % at 10 µM; 310,000 tested, 0.51% active; AID 1511;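 active = activation above the mean of controls blocked by dofetilide plus 5 SD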;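 also: thallium influx through hERG after potassium depolarization seen as dye fluorescence rise; in these data hits start at about 4.7%; inactives centre near -7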
TRPC4 potent = TRPC4 (mouse) allosteric potentiation | AID 2227 | HEK293 TRPC4beta/mu-opioid, DAMGO EC20, Fluo-4 Ca2+ flux; hits give high values | B-score at 10 µM | 310,000 tested, 0.42% active;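 active = B-score of calcium response area above 5 SD of library B-scores, with initial fluorescence ratio within 5 SD of library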;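 also: B-score of integrated fluorescence ratio over time as area under calcium response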
KCNK3 inh = human KCNK3 channel inhibition, primary screen. O14649. CHO-KCNK3 thallium flux, FluxOR fluorescence; hits give low values. B-score at 10 µM. 340,000 tested, 0.84% active;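 active = B-score under library mean minus 4 SD, starting fluorescence ratio at most library mean plus 5 SD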;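 also: more negative B-score means stronger inhibition of thallium flux through KCNK3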
Target sequence (O14649 whole entry, looked up): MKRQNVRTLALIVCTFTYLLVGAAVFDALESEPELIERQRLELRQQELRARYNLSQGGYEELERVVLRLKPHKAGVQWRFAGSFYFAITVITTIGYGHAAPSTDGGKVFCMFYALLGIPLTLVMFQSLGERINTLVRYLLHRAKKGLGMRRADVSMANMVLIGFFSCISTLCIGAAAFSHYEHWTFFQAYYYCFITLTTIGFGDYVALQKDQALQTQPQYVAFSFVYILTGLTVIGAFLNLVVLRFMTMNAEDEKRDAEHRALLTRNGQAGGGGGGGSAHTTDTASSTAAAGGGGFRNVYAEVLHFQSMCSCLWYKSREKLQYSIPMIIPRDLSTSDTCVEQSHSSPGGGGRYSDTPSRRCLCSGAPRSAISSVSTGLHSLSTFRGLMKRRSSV
KCNQ1 inh = inhibitors of human KCNQ1 potassium channel. P51787. CHO-K1 KCNQ1, FluxOR thallium flux fluorescence; hits give high values. B-score at 10 µM. 310,000 tested, 1.3% active. AID 2642;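 active = compounds whose thallium flux B-score, printed positive for inhibition, exceeds three library SD while starting fluorescence stays within three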;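 also: channel opened by potassium depolarization with thallium stimulus after 20 min compound exposure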
KCNK9 block = inhibitors of human KCNK9 two-pore domain potassium channel. B-score at 10 µM. Q9NPC2. 310,000 tested, 1.2% active. HEK293 KCNK9, FluxOR thallium flux fluorescence; hits give low values;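 active = ratio B-score over 3 SD below the library mean, with starting fluorescence within 5 SD of its mean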;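 also: negative B-score means less thallium flux so channel inhibition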
Numbers without * were called inactive; i = inactive; / = not tested or not shown.

mol,TRPC4 agonist,TRPC4 block,TRPC4 potent,KCNK3 inh,KCNQ1 inh,DYRK1A inh,KCNQ1 act,Platelet DG rel,KCNK9 block,PolyA inh,hERG protect
COCCCNc1nc2c(c(=O)n(Cc3ccc(F)cc3)c(=O)n2C)n1C,i,i,i,i,i,2.9,i,-0.1,i,i,-7.8
Cc1ccc(C(=O)NCC(=O)NCCSc2ccc(Br)cc2)cc1,i,i,i,i,i,23.6,i,/,i,i,-13.2
CCCCNC(=O)C1CCN(c2nc(OC)nc(OC)n2)CC1,i,i,i,i,i,-1.4,i,-1.2,i,i,-6.1
COc1ccc(C(C(=O)NCc2ccccc2)N(C(=O)c2snc(C(N)=O)c2N)c2ccccc2OC)cc1 (stereo unspecified),i,i,i,i,i,1.6,i,-1.3,i,i,-5.6
CC(=O)Oc1ccc(C(=O)Nc2ccccc2C(=O)N2CCCCC2)cc1,i,i,i,i,i,/,i,0.2,i,i,-11.5
O=C(CSc1ccc(-c2cccc([N+](=O)[O-])c2)nn1)NC1CCCC1,i,i,i,i,i,/,i,-33.4,i,i,-1.1
COc1cccc(OC)c1C(=O)Nc1nnc(-c2ccc(F)cc2)s1,i,i,i,i,i,-0.8,i,-27.0,i,i,-0.4
COc1ccccc1C1CC(c2ccc(Cl)cc2)Nc2nc(N)nn21 (stereo unspecified),i,i,i,i,i,-3.6,i,-0.1,i,i,-12.6
CCOC(=O)C1CCN(C(=S)NC(=O)c2cccs2)CC1,i,i,i,i,i,3.4,i,-3.0,i,i,-8.8
CCCN(CC(=O)Nc1ccccc1C)C(=O)c1ccc(N2CCOCC2)c([N+](=O)[O-])c1,i,i,i,i,i,/,i,2.8,i,i,-11.4
Cc1c(NS(=O)(=O)c2cccc(C(=O)NCc3ccccc3)c2)c(=O)n(-c2ccccc2)n1C,i,i,i,i,i,-11.2,i,5.0,i,i,-10.6
CCOC(=O)c1nn(-c2ccccc2)c(C#N)c1N,i,i,i,i,i,6.0,i,-5.9,i,i,-5.2
COc1ccccc1C/C(N)=N/OC(=O)COc1cccc(C)c1C,i,i,i,i,i,1.1,i,2.6,i,i,-2.1
CCOc1ccc(NC(=S)N2CCN(S(C)(=O)=O)CC2)cc1,i,i,i,i,i,-6.7,i,-2.9,i,i,-11.8
CCOC(=O)C(=NC1CCS(=O)(=O)C1)NNc1ccccc1Cl (stereo unspecified),i,i,47*,i,i,-2.8,i,0.7,i,i,-6.4
COc1cc(Cl)c(C)cc1NC(=O)Cc1ccc(OC)c(OC)c1,i,i,i,i,i,-2.9,i,-7.1,i,i,-8.1
COc1ccc(/C=C2\N=C(C)N(c3ccc(C(=O)O)cc3)C2=O)cc1OC,i,i,i,i,i,-9.2,i,-5.9,i,i,-3.0
COc1ccc(OCc2nc3ccccc3[nH]2)cc1,i,i,i,i,i,8.1,i,10.9,i,i,-6.1
COc1cc(NC(=O)c2ccc(=O)[nH]n2)cc(OC)c1OC,i,i,i,i,i,-1.1,i,1.6,i,i,-0.4
CC(C)(C)OC(=O)NCCCCC1=CC2=CC(=O)C(C)(OC(=O)c3ccco3)C(=O)C2=CO1 (stereo unspecified),i,i,i,/,i,/,i,-1.5,i,i,-12.1
Cc1ccc(C)c(S(=O)(=O)N2CCCC2CNC(=O)C(=O)NC2CC2)c1 (stereo unspecified),i,i,i,i,i,5.9,i,18.9,i,i,-11.5
CCOC(=O)C1=C2c3ccc4ccccc4c3CC(C)(C)N2C(=O)C1=O,i,i,i,i,i,-0.4,i,-8.2,i,i,-10.2
CCC(NC(=S)NC1CCCCC1)c1ccc(C)cc1 (stereo unspecified),i,i,i,i,i,0.7,i,4.6,i,i,-1.9
Cc1ccc(Sc2cc(C(F)(F)F)nc(N(C)C)n2)cc1,i,i,i,i,i,-0.9,i,0.4,i,i,-10.3
NC(=O)c1cc(-c2ccccc2)nc(N2CCOCC2)n1,i,i,i,i,i,39.5,i,12.3,i,i,-10.9
O=c1oc2c(CN3CCOCC3)c(O)c(Cl)cc2c2c1CCCC2,i,i,i,i,i,22.6,i,35.3,i,i,-11.2
CCOC(=O)C1=C(C)Nc2nc(SCC)[nH]c(=O)c2C1c1ccncc1 (stereo unspecified),i,i,i,i,i,-2.6,i,2.0,i,i,-14.8
CC1=C(C(=O)OCc2ccccc2)C(c2ccc(C(F)(F)F)cc2)NC(=O)N1CCCCCC(=O)O (stereo unspecified),i,i,i,i,i,/,i,-0.3,i,i,-15.8
CCC(C)NC(=O)C1CCC(=O)N1Cc1ccc(C)cc1 (stereo unspecified),i,i,i,i,i,-0.4,i,-0.2,i,i,-8.8
Cc1ccsc1-c1nc(CN2CCN(C)C(=O)[C@@H]2C)c(C)o1,i,i,i,i,i,5.3,i,0.7,i,i,-0.4
COc1cccc(Nc2nnc(SCC3CCCCO3)s2)c1 (stereo unspecified),i,i,i,i,i,-2.3,i,2.9,i,i,-3.2
Cc1ccc(S(=O)(=O)Nc2c(NC3CCCCC3)c3ccccc3oc2=O)c(C)c1,i,i,i,i,i,-1.8,i,3.4,i,/,-4.0
O=C(N/N=C/c1cc(Br)c(O)c(Br)c1O)c1ccc2c(c1)OCCO2,i,i,i,i,i,9.9,i,5.4,i,i,-19.2
N#Cc1ccc(S(=O)(=O)N2CCC(N3CCCCC3)CC2)cc1,i,i,i,i,i,-3.8,i,8.0,i,i,-6.2
CCOC(=O)c1c(C)c(C(=O)NCc2cccnc2)c(C)n1CC,i,i,i,i,i,6.5,i,-2.4,i,i,-13.6
Cc1ccc2nc(NCCCO)nc(-c3ccccc3)c2c1,i,i,i,i,i,18.3,i,-1.3,i,i,-9.7
N#Cc1ccccc1OCC(O)CS(=O)(=O)c1ccccc1 (stereo unspecified),i,i,i,i,i,1.6,i,0.6,i,i,-6.8
COCCCn1c(C)nc2c(c1=O)c1nc3ccccc3nc1n2CCc1ccccc1,i,i,i,i,i,5.2,i,14.5,i,i,-6.2
Cn1cncc1C(=O)c1ccccc1,i,i,i,i,i,-1.0,i,0.6,i,i,-8.6
O=C(CCn1c(=O)c2cccn2c2ccc(F)cc21)NCCc1ccccc1,i,i,i,i,i,-3.5,i,-6.1,i,i,-7.5
O=C(CSC(=S)N1CCCC1)c1ccccc1,i,i,i,i,i,1.4,i,5.3,i,i,0.4
CCCN(CCC)S(=O)(=O)c1ccc(C(=O)NCc2ccco2)cc1,i,i,i,i,i,-1.7,i,0.4,i,i,-3.1
CCCn1c(CN2CCN(C(=O)OCC)CC2)nc2cc(NC(=O)C(C)C)ccc21,i,i,i,i,i,4.1,i,17.6,i,i,-1.9
COc1ccc2c3c([nH]c2c1)C1CC2C(CC(O)C(OC)C2C(=O)O)CN1CC3 (stereo unspecified),i,i,i,i,i,-4.7,i,0.9,i,i,-6.9
O=C(CN1C(=O)CSC1=O)NC1CCCCC1,i,i,i,i,i,27.4,i,1.0,i,i,-4.8
CC(OC(=O)C1CCN(S(=O)(=O)c2ccc(Cl)cc2)CC1)C(=O)N1CCc2ccccc21 (stereo unspecified),i,i,i,i,i,6.1,i,-9.1,i,i,-10.4
NC(=O)c1cc(S(=O)(=O)N2CCN(c3cccc(Cl)c3)CC2)cs1,i,i,i,i,i,/,i,-9.7,i,i,-2.6
Cc1c([N+](=O)[O-])cc(C(=O)Nc2ccc(Cc3ccncc3)cc2)cc1[N+](=O)[O-],i,i,i,i,i,3.0,i,4.6,i,i,-9.5
CCOc1ccc(S(=O)(=O)Nc2ccc(C(=O)NCC3CCCO3)cc2)cc1 (stereo unspecified),i,i,i,i,i,3.2,i,2.8,i,i,-5.7
O=c1c2ccccc2nnn1Cc1ccc2ccccc2c1,i,i,i,i,i,1.0,i,-3.2,i,i,-6.6
CCCC(=O)Nc1ccc(N2CCOCC2)cc1,i,i,i,i,i,3.1,i,0.5,i,i,-13.7
O=C(c1ccco1)N1CCC(c2nc(-c3ccccc3Cl)no2)CC1,i,i,i,i,i,0.4,i,0.9,i,i,-6.2
CCN(CC)CCCNC(=O)N[C@@H](Cc1ccccc1)C(=O)O,i,i,i,i,i,5.3,i,-1.0,i,i,-3.5
CCOC(=O)c1oc2ccccc2c1NC(=O)c1ccc2c(c1)OCO2,i,i,i,i,i,-7.1,i,-4.0,i,i,-10.7
COc1ccc(CCNC(=O)Cn2cnc3sc(C)c(-c4ccc(F)cc4)c3c2=O)cc1OC,i,i,i,i,i,-5.0,i,0.1,i,i,-17.2
COC(=O)c1ccc(CN2CCCC(C(=O)Nc3ccc(-c4ccn[nH]4)cc3)C2)cc1 (stereo unspecified),50*,i,i,i,i,2.5,i,-0.5,i,i,-8.3
C/C(=N\Nc1nc2c(s1)CCCC2)c1ccc(Cl)cc1,i,i,i,i,6*,3.1,i,0.7,i,i,-6.4
CCN(CC)CCNC(=O)c1ccc(NC(=O)c2cn(-c3ccc(F)cc3)nc2-c2cccc(OC)c2)cc1,i,i,i,-8.98*,11*,-2.0,i,-2.9,i,i,-16.6
COc1ccc2nc(C)cc(NCc3cccc(C(F)(F)F)c3)c2c1,i,i,i,i,i,9.8,i,-5.0,i,i,-11.9
COc1nc(Cl)cn(-c2ccc(C)cc2)c1=O,i,i,i,i,i,-8.5,i,11.4,i,/,-0.9
CCOC(=O)C1=C(N)OC2=C(C(=O)CC(C)(C)C2)C1c1cccs1 (stereo unspecified),i,i,i,i,i,8.6,i,-3.2,i,i,-7.7
CCC(=O)Nc1ccc(NC(=O)c2ccccn2)cn1,i,i,i,i,i,4.5,i,18.0,i,i,-3.9
COc1cc(-c2noc(CCC(N)=O)n2)cc(OC)c1OC,i,i,i,/,i,/,i,-7.2,i,i,-7.6

Only part of the results is shown. The share of hits here may be higher or lower than overall.
